Screening results: PubChem, National Center for Advancing Translational Sciences (NCATS)
TrxR1 inh: qHTS Assay for Inhibitors of Mammalian Selenoprotein Thioredoxin Reductase 1 (TrxR1): qHTS | Thioredoxin reductase 1, cytoplasmic (Rattus norvegicus), O89049 | recombinant rTrxR1, NADPH fluorescence consumption, selenite substrate | Potency, µM (top dose mostly 114 µM), without a hit: at the highest dose activity change, negative = inhibition, hits mostly inhibitors | 390,000 compounds, 1% hits | AID 588453, 2011; also: potency is read from the fitted curve at half-maximal effect; % is scaled to controls: 0 for no effect and ±100 for the full control effect; nearly all actives have a fitted effect of over 65% in size
Target sequence (O89049 whole entry, looked up): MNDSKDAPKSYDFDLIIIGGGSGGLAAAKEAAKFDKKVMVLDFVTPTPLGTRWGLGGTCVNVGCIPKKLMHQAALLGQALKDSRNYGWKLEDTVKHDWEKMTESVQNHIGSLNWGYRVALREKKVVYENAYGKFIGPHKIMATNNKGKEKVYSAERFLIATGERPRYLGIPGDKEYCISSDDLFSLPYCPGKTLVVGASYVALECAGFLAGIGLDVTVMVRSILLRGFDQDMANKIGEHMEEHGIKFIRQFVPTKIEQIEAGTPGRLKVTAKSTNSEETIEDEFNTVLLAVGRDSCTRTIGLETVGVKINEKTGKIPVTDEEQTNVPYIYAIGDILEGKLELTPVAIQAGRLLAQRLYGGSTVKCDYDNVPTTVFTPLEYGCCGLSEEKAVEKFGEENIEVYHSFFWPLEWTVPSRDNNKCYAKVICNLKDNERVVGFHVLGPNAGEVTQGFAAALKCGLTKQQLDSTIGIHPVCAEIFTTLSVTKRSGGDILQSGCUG
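Rat TrxR1 (90 nM in the dispensed reagent) was pre-reduced with 400 uM NADPH for 5 min at room temperature, then incubated with compound for 15 min. After 400 uM selenite was added, NADPH fluorescence (Ex 340/Em 450 nm) was followed for 8 min.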
mIDH1 inhibitor: qHTS for Inhibitors of mutant isocitrate dehydrogenase 1 (IDH1): qHTS. Isocitrate dehydrogenase [NADP] cytoplasmic (Homo sapiens), O75874. 390,000 compounds, 0.093% hits. IDH1-R132H enzyme, NADPH consumption, diaphorase/resazurin fluorescence. Potency, µM (highest dose often 76.6 µM), for inactives: at the highest dose activity change, negative = inhibition, most hits filed as inhibitors; also: potency is read from the fitted curve at half-maximal effect; % is scaled to controls: 0 for no effect and ±100 for the full control effect; nearly all actives have a fitted effect of over 65% in size
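IDH1-R132H (0.5 ug/mL) preincubated 30 min with compound, then NADPH (0.016 mM) and alpha-KG (2 mM) added; 80 min at RT, pH 7.5. Remaining NADPH coupled via diaphorase/resazurin to fluorescence (540/590 nm); concentration-response curves normalized to no-enzyme control.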
HP1b chromo inh: HTS for Inhibitors of HP1-beta Chromodomain Interactions with Methylated Histone Tails; 390,000 compounds, 0.56% hits; AID 540317, 2011; Potency, µM (highest dose often 114 µM), inactives show at the top dose activity change, negative = inhibition, most hits filed as inhibitors; Chromobox protein homolog 1 (Homo sapiens), P83916; AlphaScreen HP1-beta / biotin-H3K9me3 peptide binding; also: potency is read from the fitted curve at half-maximal effect; nearly all actives have a fitted effect of over 70% in size; inactives centre near 23
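AlphaScreen: HP1-beta (50 nM) preformed 30 min with biotin-H3(1-18)K9me3 peptide (50 nM) in PBS pH 7.4, 0.01% Tween-20. Compound added for 30 min at RT, then streptavidin donor/nickel chelate acceptor beads (10 ug/mL) for 30 min.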
USP1 inh: Inhibitors of USP1/UAF1: Primary Screen. Ubiquitin carboxyl-terminal hydrolase 1 (Homo sapiens), O94782. recombinant USP1/UAF1, Ub-Rhodamine cleavage fluorescence. Potency, µM (series often up to 57.1 µM), for inactives: at the highest dose activity change, negative = inhibition, hits mostly inhibitors. 390,000 compounds, 0.23% hits; also: potency is read from the fitted curve at half-maximal effect; % is scaled to controls: 0 for no effect and ±100 for the full control effect; nearly all actives have a fitted effect of over 60% in size; inactives centre near -12
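High-throughput fluorogenic screen: 1nM USP1/UAF1 complex, Ub-Rho substrate 150nM final, 50mM HEPES pH 7.8 with 0.5mM EDTA, 0.1 mg/ml BSA, 1mM TCEP and 0.01% Tween-20.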
GLS inhibitor: qHTS for Inhibitors of Glutaminase (GLS) | Potency, µM (top dose mostly 45.5 µM), for the others: at the top dose activity change, negative = inhibition, hits mostly inhibitors | 410,000 compounds, 0.21% hits | GLS enzymatic activity, qHTS titration | Glutaminase kidney isoform, mitochondrial (Homo sapiens), O94925; also: potency is read from the fitted curve at half-maximal effect; % is scaled to controls: 0 for no effect and ±100 for the full control effect
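hKGA in 45 mM KH2PO4 pH 8.2, 0.02% Tween-20 with pin-transferred compounds; 1 mM L-glutamine (stock) plus glutamate oxidase/HRP/Amplex Red coupling added. Fluorescence read initially and after 30 min at RT.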
PI4K2A block: qHTS for small molecular inhibitors of PI4K2A | 420,000 compounds, 0.13% hits | activity change, negative = inhibition, % at 76.9 µM | purified PI4K2A, ADP-Glo luminescence, 1 h; hits give low values | Phosphatidylinositol 4-kinase type 2-alpha (Homo sapiens), Q9BTU6; in the data active = activity change below about -50%; inconclusive = mostly about -30% to -49%;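 also: -100% = wells without enzyme as full effect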
Target sequence (Q9BTU6 whole entry, looked up): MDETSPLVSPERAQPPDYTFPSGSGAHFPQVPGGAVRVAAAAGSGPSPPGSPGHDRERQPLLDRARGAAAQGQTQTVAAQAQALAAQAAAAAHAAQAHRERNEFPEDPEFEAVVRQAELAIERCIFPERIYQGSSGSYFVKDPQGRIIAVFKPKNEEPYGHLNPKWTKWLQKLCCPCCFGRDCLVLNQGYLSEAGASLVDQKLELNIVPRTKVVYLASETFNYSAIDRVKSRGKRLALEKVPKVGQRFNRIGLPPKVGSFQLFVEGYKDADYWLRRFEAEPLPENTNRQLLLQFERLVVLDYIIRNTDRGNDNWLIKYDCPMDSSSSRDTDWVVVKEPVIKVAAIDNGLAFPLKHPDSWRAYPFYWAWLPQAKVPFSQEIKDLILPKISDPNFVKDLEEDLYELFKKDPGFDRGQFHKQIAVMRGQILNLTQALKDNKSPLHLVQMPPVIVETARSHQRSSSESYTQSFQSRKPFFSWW
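ADP-Glo luminescence measured ADP generated by PI4K2A enzyme (4 ug/mL before mixing) with 1.2 mM PI substrate (pre-mix) and 300 microM ATP (pre-mix). Tris pH7.5 buffer with MgCl2, Triton X-100; 1 h reaction at ambient temperature.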
Pin1 inhibitor: qHTS Assay to Find Inhibitors of Pin1; Peptidyl-prolyl cis-trans isomerase NIMA-interacting 1 (Homo sapiens), Q13526; Pin1 FP peptide displacement, HiFluor488, 10 min; Potency, µM (highest dose often 115 µM), for inactives: top-dose activity, negative = inhibition, hits mostly inhibitors; 390,000 compounds, 0.009% hits; AID 504891, 2011; active = well fitted inhibition curve with a large enough effect in the polarisation, with a control signal flat, not every such curve was filed as active; inconclusive = small, poorly fitted or top-dose-only effect, or effect the other way, or a change in a side signal; inactive = no such curve, though single readings can be large or run the other way; the % refers to the polarisation; also: potency is read from the fitted curve at half-maximal effect; % is scaled to controls: 0 for no effect and ±100 for the full control effect
Tb PGK inh: qHTS Assay to Find Inhibitors of Phosphoglycerate Kinase. Phosphoglycerate kinase, glycosomal (Trypanosoma brucei brucei), P07378. PGK/GAPDH coupled, Kinase-Glo luminescence, 60 min. Potency, µM (titrated, usually from 57.5 µM), without a hit: at the highest dose activity change, negative = inhibition, hits mostly inhibitors. 380,000 compounds, 0.043% hits; also: potency is read from the fitted curve at half-maximal effect; % is scaled to controls: 0 for no effect and ±100 for the full control effect; nearly all actives have a fitted effect of over 60% in size
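Luminescent ATP detection (Kinase-Glo Plus) follows a 60-minute room-temperature incubation, with wells lacking PGK as controls. Buffer: 100 mM TEA (pH 7.6), 5 mM MgCl2, 0.01% Tween-20. Coupling enzyme GAPDH (100 nM final) supplies unstable 1,3-BPG in-well.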
TrxR1 substrate: qHTS Assay for Substrates of Mammalian Selenoprotein Thioredoxin Reductase 1 (TrxR1): qHTS. Thioredoxin reductase 1, cytoplasmic (Rattus norvegicus), O89049. Potency, µM (titrated, usually from 114 µM), for the others: at the highest dose activity change, negative = substrate turnover. AID 588456, 2011. 390,000 compounds, 0.01% hits. purified TrxR1 substrate turnover, NADPH consumption readout; also: potency is read from the fitted curve at half-maximal effect; % is scaled to controls: 0 for no effect and ±100 for the full control effect; nearly all actives have a fitted effect of over 50% in size
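Rat TrxR1, dispensed at 90 nM, was prereduced with 400 uM NADPH (final) for 5 min at ~22 deg C, then incubated with compound 15 min before 400 uM selenite. A first-read NADPH fluorescence drop versus no-compound background flagged substrates.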
An asterisk follows results filed as active; i = inactive; ? = inconclusive; . = not tested or not shown; [ ] = remark or other dose. Unless noted, calls follow the shape of the dose curve; as a rule, active = well fitted curve in the direction sought with a large enough effect; inconclusive = small, poorly fitted or top-dose-only effect, or another doubt; inactive = no such curve, though single readings can be large; an effect the other way counts as inactive or inconclusive. A portion of the library (hit frequency here may not be typical).

SMILES | TrxR1 inh | mIDH1 inhibitor | HP1b chromo inh | USP1 inh | GLS inhibitor | PI4K2A block | Pin1 inhibitor | Tb PGK inh | TrxR1 substrate
NNC(=O)CSc1c(-c2cccs2)[nH]c2ccccc12 | -7% | 9% | 30% | -9% | 7% | 6 | -5% | i | -8%
Cc1nn(C(=O)C(C)N2C(=O)c3ccccc3C2=O)c(C)c1Br (stereo unspecified) | -8% | 5% | 11% | -12% | 13% | 4 | -12% | 4% | -3%
O=C(Cn1cnc2c(oc3ccccc32)c1=O)NCCc1ccccc1 | 1% | 2% | 12% | -5% | 0% | 0 | 13% | -4% | 5%
Brc1ccc(CSc2nnc(Cc3c[nH]c4ccccc34)o2)cc1 | ? | 3% | 22% | -17% | -2% | 5 | 3% | -10% | -13%
O=[N+]([O-])c1ccc(Sc2ccccn2)nc1 | -1% | 13% | 33% | -9% | -1% | 3 | -5% | i | -5%
CC(=O)Nc1ccc(S(=O)(=O)NCC(=O)OCC(=O)NNC(=O)c2ccccc2)cc1 | 6% | 8% | 33% | -8% | -3% | 1 | -2% | -2% | 3%
O=C(Nc1c(F)cc(F)cc1Br)c1cc2nc(C(F)F)cc(C(F)F)n2n1 | -6%[57.1 µM] | 1% | 10% | 0% | 13% | 2 | 3% | 0% | 5%[57.1 µM]
O=C(NCCN1CCN(C(=O)c2cccs2)CC1)C(=O)Nc1ccc(Br)cc1 | 4% | -4% | 39%[activator] | 3% | -1% | -2 | -4% | 1% | -5%
Cc1cc(NS(=O)(=O)c2ccc(NC(=O)CCN3C(=O)c4ccccc4C3=O)cc2)no1 | 16% | 2% | 55%[activator] | -15% | -5% | 0 | -1% | 11% | 6%
CCc1ccccc1NC(=O)CN1C(=O)c2cccnc2Oc2ccc(Cl)cc21 | -7% | -17% | 28% | -32% | -9% | -2 | 4% | 9% | -12%
COc1ccc2ccc(OC)c(/C=N/NC(=O)c3cc4ccccc4o3)c2c1 | . | 17% | . | ? | 1% | -1 | . | i | .
COc1ccc2nc(N3CCCC(O)C3)c(C#N)cc2c1 (stereo unspecified) | ? | 9% | 43%[activator] | -21% | 6% | -1 | ? | -5% | 11%
C=C(C)C1CC=C(C)/C(=N/NC(=O)c2ccoc2C)C1 (stereo unspecified) | -9% | 3% | 19% | -19% | -2% | -18 | 2% | -5% | -9%
Cc1ccc(C2=[N+]([O-])C(C)(C)N(O)C2(C)C)cc1 | 11% | 3% | 54%[activator] | 3% | 16% | 3 | 3% | -6% | 1%
O=C(O)c1ccc2c(=O)n3c(nc2c1)/C(=C/c1ccccc1OC(F)F)CC3 | -12% | 1% | 46%[activator] | -23% | 11% | -2 | -5% | i | 0%
CCc1nnc(NC(=O)c2ccc(S(=O)(=O)N3CCCCC3C)cc2)s1 (stereo unspecified) | 25% | 2% | 10% | -19% | 1% | 4 | 1% | -1% | 12%
Cc1ccc(C2/C(=C(/O)c3ccc(OC(C)C)cc3)C(=O)C(=O)N2CCN2CCOCC2)cc1 (stereo unspecified) | -11%[57.1 µM] | -3% | 11% | 4% | 3% | 8 | 6% | 1% | -19%
CCCCC(=O)Oc1cc(C)[nH]c(=O)c1[N+](=O)[O-] | -7% | 0% | 39%[activator] | -10% | -1% | -2 | -1% | -4% | -1%
CC1=C(C(=O)Nc2ccccc2)C(c2ccco2)C(C#N)=C(SCC(=O)OC(C)C)N1 (stereo unspecified) | -22%[57.1 µM] | 0% | 32% | -16% | 6% | -4 | 36%[activator] | 2% | 6%[57.1 µM]
CC(Oc1ccccc1)C(=O)N1CCN=C1SCc1ccc(F)cc1 (stereo unspecified) | 40% | -1% | 85%[activator] | -26% | 1% | -1 | -1% | -9% | 8%
Cc1cccn2c(=O)c3cc(C(=O)NC(C)(C)C)n(C)c3nc12 | 12% | 13% | 57% | -11% | 0% | 4 | -12% | -2% | 2%
Cc1onc(-c2c(F)cccc2Cl)c1C(=O)NC(=S)NC1CCSC1=O (stereo unspecified) | 8% | -4% | 29% | -11% | 18% | 7 | 0% | -7% | 1%
COC(=O)c1cc(S(=O)(=O)N2CCC(C(N)=O)CC2)oc1C | 23% | 17% | 59%[activator] | -18% | -2% | -4 | 0% | -1% | 4%
OC1(c2cccs2)CN(c2ccc(Cl)cc2)C2=[N+]1CCCS2 (stereo unspecified) | -1%[57.1 µM] | 6% | 27% | 17% | 0% | 4 | 6% | 1% | -12%[57.1 µM]
CCS(=O)(=O)c1nc2ccccc2n1CC(=O)Nc1ccccc1C(=O)OC | 20% | 11% | 20% | -9% | -15% | -1 | 2% | -1% | 12%
Cc1ccc(NC(=O)CSc2ccc(Br)cc2)cc1S(=O)(=O)N1CCOCC1 | 41%[activator] | -6% | -3% | -7% | 2% | -2 | 2% | 0% | -11%[57.1 µM]
CC(C)(C)c1ccc(-n2ncc3c2CCCC3NC(=O)C2(C(N)=O)CC2)cc1 (stereo unspecified) | 30%[57.1 µM] | 6% | 1% | -20% | -5% | -1 | -3% | i | -8%[57.1 µM]
COc1ccc2c(c1)c1nnc(SCC(=O)NC3CC3)nc1n2C | 6% | -3% | 30%[57 µM] | -6% | -15% | -3 | -4% | -4% | -3%
Cc1nn(-c2ccccc2)c2c1C(c1ccccc1)C(C#N)=C(N)O2 (stereo unspecified) | 1%[57.1 µM] | 0% | -8% | -18% | -8% | 1 | -1% | -6% | 6%[57.1 µM]
O=C(NCCCc1ccccc1)c1nn(-c2ccccc2F)nc1CO | 31% | -7% | 10% | -13% | -8% | 0 | -10% | -3% | 1%
O=C(Cc1n[nH]c(=O)[nH]c1=O)N/N=C/CCc1ccccc1 | 14% | -2% | 27% | -8% | 4% | 3 | -1% | i | -4%
CCc1nc2ccccc2[nH]1 | -1% | -3% | 2% | 9% | 8% | -2 | 2% | . | 8%
CCCCNC(=O)Nc1nnc(C(C)(C)C)s1 | 9%[57.1 µM] | 0% | 10% | 7% | -11% | -1 | -1% | 0% | 4%[57.1 µM]
CCn1ncc(Br)c1C(=O)Nc1ccc(C(=O)OC(C)C)cc1 | -5% | 4% | 38% | -15% | -1% | 0 | ? | -11% | -14%
CCCc1nnc(NC(=O)CN2C(=O)c3ccccc3C2=O)s1 | 12%[57.1 µM] | 11% | 5% | -7% | 0% | 2 | -9% | -2% | 7%[57.1 µM]
CS(=O)(=O)N1CCN(C(=O)c2ccc(Br)s2)CC1 | 10% | 1% | 15% | 2% | 2% | 2 | -8% | 3% | 5%
Cc1cccc(NC(=O)c2nc(-c3ccccc3)n(-c3ccccc3)n2)c1C | 8% | 2% | 26% | -9% | 9% | -1 | 10% | 1% | -6%
Clc1cccc(-c2csc(Nc3cccnc3)n2)c1 | -1%[57.1 µM] | -2% | 13% | -14% | 7% | -21 | 2% | 0% | 1%[57.1 µM]
O=C(Cc1ccc(NC(=O)C2CCN(C(=O)C3CCC3)CC2)cc1)Nc1cccc(C(=O)N2CCCCC2)c1 | 1% | 8% | 28% | 2% | 12% | -6 | 0% | 1% | -4%
Cn1nc(-c2ccccc2)cc1NS(=O)(=O)c1ccc(C#N)cc1 | 26%[57.1 µM] | -3% | 33%[activator] | -10% | -3% | -3 | 7% | -1% | 8%[57.1 µM]
COc1ccccc1NC(=O)CSc1nnc2c(n1)[nH]c1ccccc12 | 12% | 0% | 3% | -7% | -5% | -1 | 9% | -3% | 2%
Cn1c2ccccc2c2c(C(=O)N3CCN(c4cccc(C(F)(F)F)c4)CC3)cn(C3CCCCC3)c(=O)c21 | 12% | -8% | 11% | ? | -1% | -2 | 1% | -2% | 3%
COc1cccc(C2C(C(=O)OCc3ccccc3)=C(C)Nc3ncnn32)c1OC (stereo unspecified) | 13%[57.1 µM] | 8% | 33% | 0% | 4% | -1 | 0% | 1% | 6%[57.1 µM]
CCN(CC)C(=O)C1=C(C)N(Cc2ccc(C(C)(C)C)cc2)C(=O)C(CC(=O)NC2CCCCC2)C1 (stereo unspecified) | . | 6% | . | -12% | 1% | -2 | . | 1% | .
